# Source: PubChem BioAssay
# TcdB GH inh: TcdB glycohydrolase inhibition; inhibition, % at 9.99 µM; 350,000 tested, 0.24% active; P18177; AID 652162; TcdB glycohydrolase enzymatic assay, plate reader; in the data active = inhibition above about 10%
# Target sequence (P18177 whole entry, looked up): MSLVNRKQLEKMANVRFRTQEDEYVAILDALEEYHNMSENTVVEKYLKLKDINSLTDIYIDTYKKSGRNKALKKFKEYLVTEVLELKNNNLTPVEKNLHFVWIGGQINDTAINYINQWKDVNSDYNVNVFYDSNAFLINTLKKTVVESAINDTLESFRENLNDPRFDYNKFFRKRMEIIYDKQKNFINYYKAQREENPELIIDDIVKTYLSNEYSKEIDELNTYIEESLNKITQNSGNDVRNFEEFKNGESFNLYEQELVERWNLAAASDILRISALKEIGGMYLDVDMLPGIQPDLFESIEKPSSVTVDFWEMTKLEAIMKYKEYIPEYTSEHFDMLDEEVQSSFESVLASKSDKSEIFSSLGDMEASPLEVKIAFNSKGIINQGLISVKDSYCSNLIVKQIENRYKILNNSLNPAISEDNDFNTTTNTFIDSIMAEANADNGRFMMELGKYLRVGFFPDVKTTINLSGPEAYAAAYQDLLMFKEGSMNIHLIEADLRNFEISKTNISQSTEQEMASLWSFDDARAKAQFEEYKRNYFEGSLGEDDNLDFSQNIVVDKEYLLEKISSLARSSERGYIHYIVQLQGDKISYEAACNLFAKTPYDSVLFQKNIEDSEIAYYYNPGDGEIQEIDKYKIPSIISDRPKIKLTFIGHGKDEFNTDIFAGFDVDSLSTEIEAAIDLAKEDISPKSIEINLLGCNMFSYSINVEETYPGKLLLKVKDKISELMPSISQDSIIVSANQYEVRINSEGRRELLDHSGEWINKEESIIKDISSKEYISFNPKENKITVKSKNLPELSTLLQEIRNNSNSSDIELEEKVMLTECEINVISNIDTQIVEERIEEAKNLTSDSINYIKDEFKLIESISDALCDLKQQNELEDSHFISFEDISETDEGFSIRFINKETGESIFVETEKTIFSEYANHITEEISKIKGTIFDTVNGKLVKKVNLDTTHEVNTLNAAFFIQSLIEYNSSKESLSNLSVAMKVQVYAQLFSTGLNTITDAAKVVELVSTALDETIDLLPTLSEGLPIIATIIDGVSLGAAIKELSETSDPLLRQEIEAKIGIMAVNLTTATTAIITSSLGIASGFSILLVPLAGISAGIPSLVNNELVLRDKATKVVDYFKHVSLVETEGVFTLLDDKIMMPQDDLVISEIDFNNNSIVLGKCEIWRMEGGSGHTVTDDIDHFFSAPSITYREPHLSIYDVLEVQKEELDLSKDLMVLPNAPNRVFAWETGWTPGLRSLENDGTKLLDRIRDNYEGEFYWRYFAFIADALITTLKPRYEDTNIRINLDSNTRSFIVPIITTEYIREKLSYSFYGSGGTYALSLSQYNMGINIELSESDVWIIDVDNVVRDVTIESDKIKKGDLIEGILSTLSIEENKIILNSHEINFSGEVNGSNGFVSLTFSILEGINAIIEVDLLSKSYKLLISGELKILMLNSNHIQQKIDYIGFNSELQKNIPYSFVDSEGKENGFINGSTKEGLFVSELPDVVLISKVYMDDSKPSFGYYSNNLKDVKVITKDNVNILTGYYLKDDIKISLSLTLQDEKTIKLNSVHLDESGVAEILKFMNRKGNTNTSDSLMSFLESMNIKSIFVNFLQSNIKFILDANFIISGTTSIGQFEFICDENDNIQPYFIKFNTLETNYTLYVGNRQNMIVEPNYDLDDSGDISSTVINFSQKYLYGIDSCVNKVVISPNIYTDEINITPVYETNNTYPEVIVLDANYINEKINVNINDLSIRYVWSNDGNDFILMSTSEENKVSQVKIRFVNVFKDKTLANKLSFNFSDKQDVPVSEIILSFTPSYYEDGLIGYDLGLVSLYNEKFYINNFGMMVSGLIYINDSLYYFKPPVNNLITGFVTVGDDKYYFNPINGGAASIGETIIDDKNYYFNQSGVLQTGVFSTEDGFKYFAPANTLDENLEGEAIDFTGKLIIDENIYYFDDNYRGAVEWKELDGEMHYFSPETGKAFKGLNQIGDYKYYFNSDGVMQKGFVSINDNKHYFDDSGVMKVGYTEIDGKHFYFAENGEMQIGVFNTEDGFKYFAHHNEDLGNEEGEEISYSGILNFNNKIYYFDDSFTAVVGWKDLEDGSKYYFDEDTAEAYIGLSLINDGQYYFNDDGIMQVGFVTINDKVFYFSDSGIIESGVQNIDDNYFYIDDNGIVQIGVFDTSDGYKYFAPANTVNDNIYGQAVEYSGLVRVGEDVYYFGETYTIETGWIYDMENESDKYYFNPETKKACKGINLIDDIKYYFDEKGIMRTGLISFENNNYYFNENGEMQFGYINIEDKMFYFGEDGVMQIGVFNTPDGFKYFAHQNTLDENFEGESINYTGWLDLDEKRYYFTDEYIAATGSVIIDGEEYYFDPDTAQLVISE
# PriA SSB inh: inhibitors of Klebsiella pneumoniae PriA binding to SSB C-terminal tail; AlphaScreen SSBct-PriA binding, biotinylated peptide; inhibition, % at 33 µM; 430,000 tested, 0.6% active; AID 1272365; in the data active = inhibition mostly above about 37%, no sharp cut-off; inactive = mostly below about 20%;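 note: plate controls were negative control peptide for no effect and reference peptide for full effect; strong numbers were not always called active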
# PrPC surface inh: inhibitors of human cell surface prion protein PrPC; inhibition, % at 13.8 µM; 370,000 tested, 0.43% active; TR-FRET read-out; AID 720596; in the data active = inhibition above about 24%; note: 0% = median of the test wells and 100% = reference compound wells
# Y pestis TopoI: inhibitors of Yersinia pestis topoisomerase I | Y. pestis Topo-I cleavage product accumulation, plate reader | activity, % at 10 µM | 360,000 tested, 0.064% active; in the data active = activity above about 50%, passing the limit was not always enough; note: inactives centre near 2
# BH1578 lux ind: induces V. cholerae light production without autoinducers; V. cholerae BH1578 lux reporter, luminescence, 6 h; activation, % at 18.7 µM; 350,000 tested, 0.16% active; in the data active = activation mostly above about 9.7%, no sharp cut-off; note: not every result past the cut was called active; inactives centre near 0; reference of the scale not given here
# BoNT A protease: inhibitors of Botulinum neurotoxin A light chain protease; inhibition, % at 10 µM; 360,000 tested, 0.17% active; multiplex microsphere protease substrate cleavage, flow cytometry; note: plate controls were buffer without enzyme for full effect and enzyme alone for no effect
# Anthrax LF inh2: inhibitors of Bacillus anthracis lethal factor protease. multiplex microsphere protease cleavage assay, LF. inhibition, % at 10 µM. AID 588501. 360,000 tested, 0.12% active. P15917; note: plate controls were buffer without enzyme for full effect and enzyme alone for no effect
# SARS 3CLpro inh: SARS-CoV 3CLpro protease inhibition | 290,000 tested, 0.14% active | inhibition, % at 6 µM | recombinant SARS-CoV 3CLpro, quenched FRET peptide cleavage | AID 1706; in the data active = inhibition above about 12%
# PfHsp40 yeast: compounds rescuing yeast from Plasmodium falciparum HSP40 toxicity; S. cerevisiae expressing PfHsp40, growth rescue, ATP luminescence; 340,000 tested, 0.68% active; growth rescue, % at 12.5 µM; in the data active = growth rescue above about 28%, passing the limit was not always enough;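 note: yeast W303a lacking pdr1 and pdr3 grown in galactose medium; growth measured after three days at 30 °C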
# Numbers without * were called inactive; i = inactive; · = no result given; + = active, no number; & = joins results of further samples. Cut-off read from the data, not from the text of the source, unless noted: active = inhibition above about 30%; inconclusive = no clear call, values can overlap the other calls; inactive = below that. A portion of the library; the hit share may differ from the screen's.
SMILES,TcdB GH inh,PriA SSB inh,PrPC surface inh,Y pestis TopoI,BH1578 lux ind,BoNT A protease,Anthrax LF inh2,SARS 3CLpro inh,PfHsp40 yeast
COc1cc(/C=C2\SC(=S)N(CC(=O)O)C2=O)ccc1OS(=O)(=O)c1ccc(C)cc1,3.8,1,-13,29,-0.7,0.0,0,·,-0.6
Cc1ccc2c(=O)c(C(=O)NCc3cccs3)c[nH]c2c1,0.8,10,-1,3,-1.6,0.8,-8,3,0.5
CC12CCC(=O)N1C(C(=O)O)Cc1c2[nH]c2ccccc12 (stereo not given),·,-2,-2,5,6.2,0.7,-1,-1,8.1
CN(C)S(=O)(=O)c1ccc(C(=O)NCCC(=O)N2CCCC2)cc1,0.7,-4,-5,3,0.0,-0.3,0,0,-0.5
N#CCCn1cc(C(=O)NCc2ccccc2)c(-c2ccc3c(c2)OCCO3)n1,0.4,-6,-6,-1,i,0.4,-6,-4,-0.8
O=C(NC1CCCN(Cc2ccc(Cl)cc2)C1)c1cnc2ccccn2c1=O (stereo not given),-0.4,4,3,7,0.6,-1.2,-3,-5,-1.2
Cc1ccc(NS(=O)(=O)c2coc(C(N)=O)c2)cc1F,0.4,2,-1,6,-0.2,-0.3,-4,2,1.4
O=C(OCC(=O)N1CCN(C(=O)c2ccco2)CC1)c1c(Cl)cccc1Cl,1.2,-8,5,5,i,-0.6,-8,·,0.9
Cc1ccc(S(=O)(=O)N(CC(=O)NCc2ccco2)C2CCCCC2)cc1,1.2,4,5,-7,-0.4,-1.1,1,1,-0.2
O=C(Nc1cc(F)c(Br)cc1F)c1ccc(Cl)cc1,-0.4,2,-7,3,-0.5,-0.9,2,1,0.1
O=C(OCC(=O)N1CCCC1)c1cc(F)c(F)cc1Cl,-0.3,1,9,8,-0.3,0.2,-3,-2,-0.3
COc1cc(C)c(C(C)C)cc1S(=O)(=O)N1CCN(C)CC1,·,-18,5,-3,-0.4,-0.8,-3,2,-0.1
COc1ccc(CCNC(=O)Cn2c(=O)[nH]c3ccsc3c2=O)cc1OC,0.4,4,-5,1,-0.5,-0.3,-11,3,-0.3
Cn1cc(C(=O)C(=O)NCCc2ccccc2)c2ccccc21,1.0,-1,-2,18,-4.7,-0.7,0,-5,0.9
COc1ccccc1S(=O)(=O)Cc1ccc(C(=O)NCc2cccs2)o1,·,-6,-2,-6,-0.4,0.2,0,-4,2.0
O=C(c1oc(=O)c2ccccc2c1-c1ccccc1)N1CCC(O)CC1,0.5,-11,9,-1,i,0.2,2,-1,0.0
Cc1ccc(-n2nc3c(N4CCC(C(=O)N5CCN(C)CC5)CC4)nnc(C)c3c2C)cc1,1.1,4,15,11,-0.4,-3.1,-1,8,0.0
O=c1[nH]ncc(N/N=C\c2ccc(O)cc2O)c1Cl,2.1,·,-17,-12,i,-0.1,-2,-3,-1.4
CCc1ccc(Nc2nnc(SCC(=O)c3c(N)n(C4CC4)c(=O)[nH]c3=O)s2)cc1,-0.7,-1,2,18,i,0.7,-4,·,0.3
CSc1ccc(-c2ccco2)nn1,1.5,0,8,0,-1.0,-1.0,1,-2,0.2

# Part of the list above, limited to PriA SSB inh, Anthrax LF inh2 and BH1578 lux ind.
smiles | PriA SSB inh | Anthrax LF inh2 | BH1578 lux ind
O=C(Nc1cc(F)c(Br)cc1F)c1ccc(Cl)cc1 | 2 | 2 | -0.5
O=C(OCC(=O)N1CCCC1)c1cc(F)c(F)cc1Cl | 1 | -3 | -0.3
COc1cc(C)c(C(C)C)cc1S(=O)(=O)N1CCN(C)CC1 | -18 | -3 | -0.4

# Shown field by field: entries from further up
Cc1ccc(S(=O)(=O)N(CC(=O)NCc2ccco2)C2CCCCC2)cc1
  TcdB GH inh: 1.2
  PriA SSB inh: 4
  PrPC surface inh: 5
  Y pestis TopoI: -7
  BH1578 lux ind: -0.4
  BoNT A protease: -1.1
  Anthrax LF inh2: 1
  SARS 3CLpro inh: 1
  PfHsp40 yeast: -0.2

O=C(Nc1cc(F)c(Br)cc1F)c1ccc(Cl)cc1
  TcdB GH inh: -0.4
  PriA SSB inh: 2
  PrPC surface inh: -7
  Y pestis TopoI: 3
  BH1578 lux ind: -0.5
  BoNT A protease: -0.9
  Anthrax LF inh2: 2
  SARS 3CLpro inh: 1
  PfHsp40 yeast: 0.1

# The listing picks up, starting 4 compounds before the break.
SMILES,TcdB GH inh,PriA SSB inh,PrPC surface inh,Y pestis TopoI,BH1578 lux ind,BoNT A protease,Anthrax LF inh2,SARS 3CLpro inh,PfHsp40 yeast
Cc1ccc(-n2nc3c(N4CCC(C(=O)N5CCN(C)CC5)CC4)nnc(C)c3c2C)cc1,1.1,4,15,11,-0.4,-3.1,-1,8,0.0
O=c1[nH]ncc(N/N=C\c2ccc(O)cc2O)c1Cl,2.1,·,-17,-12,i,-0.1,-2,-3,-1.4
CCc1ccc(Nc2nnc(SCC(=O)c3c(N)n(C4CC4)c(=O)[nH]c3=O)s2)cc1,-0.7,-1,2,18,i,0.7,-4,·,0.3
CSc1ccc(-c2ccco2)nn1,1.5,0,8,0,-1.0,-1.0,1,-2,0.2
CC1CCCN(S(=O)(=O)c2ccc(C(=O)Nc3nnc(C4CC4)o3)cc2)C1 (stereo not given),-0.3,8,-1,-2,-0.2,0.4,3,-2,9.3
O=C(NCc1ccccc1)NC(=O)c1ccncc1,·,-7,-6,5,-0.2,-1.5,-3,-3,0.6
O=C(CCC(=O)Nc1ccccc1)N/N=C/c1ccccc1F,0.4,·,1,-2,-0.2,-0.3,-2,0,-1.5
O=C1c2ccccc2C(=O)N1c1n[nH]c(CCc2ccccc2)n1,0.4,-16,-4,0,-5.0,-0.3,2,4,-2.4
COc1ccc(N2CCN(C(=O)CSc3nc4nc(C)cc(C)n4n3)CC2)cc1,3.0,-4,-1,5,5.9,-0.1,2,·,-0.8
COc1cccc2sc(N(CCCN(C)C)C(=O)c3ccc(S(=O)(=O)N4CCc5ccccc5C4)cc3)nc12,1.1,15,-10,-15,-1.1,-3.4,-4,-4,-1.2
C=CCNC(=S)N1CCc2[nH]c3ccccc3c2C1,0.9,0,3,-6,-0.4,·,·,0,·
COc1ccc(S(=O)(=O)NCCCN2CCCC2=O)c(OC)c1,1.0,-2,-2,-7,i,-0.2,-1,-2,-1.8
O=C(Cn1c(-c2ccco2)nc2ccccc21)N1CCCCC1,·,-33,0,-4,i,0.0,-2,-6,-1.0
Cn1c2c(c(=O)n(C)c1=O)C(C(F)(F)F)(C(F)(F)F)N=C(C1CCCCC1)N2,·,-1,-1,7,1.7,-0.2,-2,1,1.8
O=C(O)CCCN1C(=O)/C(=C\c2ccc(-c3nc4ccccc4s3)o2)SC1=S,-0.4,5&-22,4,-4,i,41*,28,6,1.2
CCCS(=O)(=O)N1CCC(C(=O)N2CCC3(CC2)OCCO3)CC1,·,-15,4,1,i,-0.7,4,-1,1.8
Cn1cc(/C=C/c2nc3ccccc3c(=O)n2-c2cccc([N+](=O)[O-])c2)c2ccccc21,·,0,-4,-3,-0.3,0.4,-2,-3,0.4
COc1ccc(/C=C/c2ccc3c(Br)ccc(O)c3n2)cc1,0.6,-7,-20,-1,-0.6,0.4,-12,1,-0.1
CCOC(=O)/C(C#N)=C/c1cccn1-c1ccc(Cl)cc1,1.2,-11,4,11,i,-0.6,0,-1,·
CN(Cc1ccccc1)C(=O)c1[nH]cnc1C(=O)Nc1cccc(Cl)c1,0.0,-5,5,-2,i,0.3,1,·,2.0
Cc1ccc(C)c(S(=O)(=O)Nc2ccc(C(=O)NCC(c3ccco3)N3CCCCC3)cc2)c1 (stereo not given),-0.8,0,-3,29,i,-1.0,-1,1,-0.1
COC(=O)c1cc(N=C(N)N=C(N)N)cc(C(=O)OC)c1,0.7,-7,3,-5,-0.3,-0.6,-9,0,-0.3
COc1ccc2cc(C#N)c(N3CCOCC3)nc2c1,2.5,-22,10,0,-0.3,-2.9,16,1,0.7
O=C(c1ccccc1)c1ccc(C(=O)N2CCCC(C(F)(F)F)C2)cc1 (stereo not given),-2.9,-8,-1,1,i,-16,-6,·,·
O=C(N/N=C/c1ccccc1)c1n[nH]c2c1CCCC2,0.1,·,8,10,-0.4,0.0,-2,2,-0.9
O=C(Nc1ccc2ccccc2c1)c1cnccn1,·,3,-24,-1,1.0,1.7,0,-3,-1.0
NC(=O)CC(NC(=O)Cc1cccc2ccccc12)c1ccc(N2CCCCCCC2)c([N+](=O)[O-])c1 (stereo not given),2.0,15,-16,38,i,0.6,-12,6,2.9
CCOc1ccc(-n2cc(-c3ccc(OC)c(OC)c3)[nH]c2=S)cc1,0.9,0,6,5,i,1.2,-4,4,0.6
Cc1cc(=O)[nH]c(SCc2cccc3cccnc23)n1,0.6,0,-3,2,-0.3,-1.9,-1,-2,-0.5
O=S(=O)(NCCNS(=O)(=O)c1cccs1)c1cccs1,·,-12,5,-2,7.1,0.3,1,-1,1.2
CCCCn1c2nc3ccccc3nc2c2c(=O)n(CC(C)C)cnc21,1.7,2,3,2,i,1.5,2,·,0.5
CCOc1ccc(C(=O)N2CCn3c2nc2ccccc23)cc1,1.6,-3,-9,2,i,-0.9,3,0,0.0
CCN(C(=O)COC(=O)CCCOc1ccccc1)c1c(N)n(Cc2ccccc2)c(=O)[nH]c1=O,0.1,-5,-4,1,i,2.7,10,·,-1.1
O=C(C1CCCN(S(=O)(=O)c2cccc3nsnc23)C1)N1CCCCCC1 (stereo not given),-1.0,1,-32,-16,-0.5,-0.4,-3,3,0.2
Cc1ccccc1N1CC(C(=O)Nc2ccc(S(=O)(=O)NCC3CCCO3)cc2)CC1=O (stereo not given),0.8,0,4,2,0.1,-1.6,-2,-4,0.6
CN1CCn2cnc(C(=O)Nc3ccc(Cl)cc3)c2C1=O,1.0,·,-4,-3,-0.6,-0.6,-5,·,·
CCOc1ccc(NC(=O)CCNc2c(N3CCCC3)c(=O)c2=O)cc1,·,-13,-4,-2,-0.6,-0.2,-1,0,0.6
CCOc1ccc(Cl)cc1S(=O)(=O)N1CCC(C(=O)N2CCCC2)CC1,0.3,-10,0,7,1.1,-1.8,2,6,-1.5
O=[N+]([O-])c1ccc(N2CC2)c([N+](=O)[O-])c1,1.2,-1,-39,-4,i,0.1,-7,·,0.8
COc1cc2[nH]c(=S)n(NC(=O)c3ccccc3)c(=O)c2cc1OC,·,-1,36*,2,+,-1.1,0,-3,3.6
CC1(C(=O)NCc2ccco2)CCN1C(=O)C1(c2ccccc2)CC1 (stereo not given),0.2,·,-1,6,0.6,-1.0,0,·,·
CSC[C@H]1CN(c2ccc(Br)cc2)C(=O)[C@@H]1CC(=O)Nc1ccccc1,-0.3,·,3,19,-2.3,-0.2,0,·,·
O=S(=O)(N/N=C\c1ccc(-c2ccccc2Cl)o1)c1ccccc1,·,·,3,10,-7.7,1.2,0,3,-0.3
CCN(CC)c1ccc(C(=O)N2CCN(Cc3ccccc3)CC2)cc1,·,-4,8,19,i,0.0,-1,-3,-0.6
Cc1ccc2[nH]c(=O)c(CN(CC3CCCO3)C(=S)Nc3ccccc3)cc2c1 (stereo not given),1.0,-9,3,27,i,-0.4,-6,2,0.1
COc1ccccc1N(C)S(=O)(=O)c1ccc(C(=O)OCC(=O)N2CCC2)cc1,-0.3,-12,12,4,i,0.3,0,3,-1.2
CCOc1ccc(-c2nnc(NC(=O)COc3ccccc3F)o2)cc1,0.4,·,-1,6,i,0.0,-2,·,·
CC1CCCCN1C(=O)c1ccc(Br)o1 (stereo not given),0.6,-7,-3,11,i,-1.1,-1,0,-0.5
Cc1ccc(N2CC(C(=O)NNC(=O)c3ccc(F)cc3)CC2=O)cc1 (stereo not given),-0.7,-4,4,-5,-3.7,-0.1,-4,·,-0.1
